High-throughput results from PubChem BioAssay.
Hsp70 activator = Hsp70 transcriptional activators, primary screen, cell-based, HeLa, Hsp70 promoter luciferase, luminescence, 10 µM; 200,000 compounds, 0.04% hits; HeLa Hsp70 promoter luciferase reporter; scaled: vehicle 0, proteasome-inhibitor control 100%; activation, % at 10 µM;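 active = activation above the mean across all tested compounds plus 3 SD, cutoff set per campaign, cut at about 5.5% in these data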;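 note: 100% = MG132 at 30 µM as the positive control and 0% = DMSO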
PMI activator = activators of human PMI, primary screen, biochemical, fluorescence intensity, near-Km mannose 6-phosphate. purified human PMI, coupled resazurin fluorescence, 20 min; stronger effect = higher value; 1 = vehicle control, 0 substrate-free wells. activation factor at 20 µM. 190,000 compounds, 0.005% hits;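 active = activation factor of 2 or more at 20 µM, relative to plate controls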
Target sequence (P34949 whole entry, looked up): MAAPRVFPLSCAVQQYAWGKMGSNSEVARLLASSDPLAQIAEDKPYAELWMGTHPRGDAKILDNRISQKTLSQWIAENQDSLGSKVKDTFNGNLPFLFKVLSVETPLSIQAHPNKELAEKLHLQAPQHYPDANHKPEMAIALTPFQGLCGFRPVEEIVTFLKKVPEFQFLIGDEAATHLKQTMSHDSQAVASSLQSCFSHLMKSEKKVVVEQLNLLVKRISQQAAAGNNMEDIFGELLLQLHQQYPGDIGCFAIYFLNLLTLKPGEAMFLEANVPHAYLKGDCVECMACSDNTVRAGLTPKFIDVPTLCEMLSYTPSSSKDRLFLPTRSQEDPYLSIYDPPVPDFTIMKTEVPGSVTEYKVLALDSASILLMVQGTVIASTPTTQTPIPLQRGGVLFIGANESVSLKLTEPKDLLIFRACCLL
S1P3 antag = S1P3 receptor antagonists, primary screen, cell-based; 170,000 compounds, 0.27% hits; AID 485, 2006; CHO S1P3 NFAT-BLA reporter, FRET fluorescence, antagonist mode; inhibition, % at 4.98 µM; Sphingosine 1-phosphate receptor 3 (Homo sapiens), Q99500;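 active = inhibition above the plate cutoff, the mean inhibition of test wells on that plate plus 3 SD, cut at about 28% in these data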;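 note: cells challenged with S1P at its EC80 of 0.8 µM; blue over green emission ratio from cleaved BLA substrate after 4 h stimulation; 0% = S1P-stimulated wells and 100% = unstimulated DMSO-only wells; some compounds past the cut are filed as inactive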
Target sequence (Q99500 whole entry, looked up): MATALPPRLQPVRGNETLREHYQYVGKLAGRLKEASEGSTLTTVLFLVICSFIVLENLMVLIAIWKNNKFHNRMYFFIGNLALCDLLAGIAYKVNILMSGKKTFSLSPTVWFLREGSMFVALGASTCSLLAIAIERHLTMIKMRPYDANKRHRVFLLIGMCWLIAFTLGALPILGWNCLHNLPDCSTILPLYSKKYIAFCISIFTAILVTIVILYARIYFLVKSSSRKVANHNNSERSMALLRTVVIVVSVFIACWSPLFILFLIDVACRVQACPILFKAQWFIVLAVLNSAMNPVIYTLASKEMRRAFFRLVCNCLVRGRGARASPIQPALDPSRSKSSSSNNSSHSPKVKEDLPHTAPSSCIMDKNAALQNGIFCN
Diaph inh CS = diaphorase inhibitors and chemical oxidizers, primary screen, counter-screen for diaphorase-coupled primary assays, biochemical, uHTS, resorufin fluorescence | diaphorase resazurin-to-resorufin fluorescence, NADH, 16 min; bacterial (C. kluyveri) enzyme, not human | inhibition, % at 20 µM | 190,000 compounds, 0.69% hits | AID 1217, 2008;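 active = primary screen inhibition at 20 µM above a set limit, cut at about 50% in these data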;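 note: plate controls were DMSO with full reaction for no effect and wells lacking NADH for full effect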
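Assay system: diaphorase enzyme from Clostridium kluyveri; Input: enzyme working solution with 0.14 U/mL diaphorase; Timing: 16 min at room temperature; Technique: resorufin fluorescence, excitation 544 nm, emission 590 nm; Benchmarks: positive control minus NADH, DMSO neutral control.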
DTT redox prof = compounds producing H2O2 with reducing agent – biochemical, NIH compound library profiling, artefact control for MLSCN library redox annotation, primary screen. DTT-dependent redox cycling H2O2, phenol red/HRP absorbance; 100% = 100 µM peroxide control, 0% = buffer. activation, % at 10 µM. 200,000 compounds, 0.03% hits. AID 878, 2007;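 active = activation of at least 50% relative to the plate's high and low controls in the primary single-dose screen; inactive = activation below 50%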;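 note: compound incubated with DTT at 0.8 mM final as the reducing agent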
TLR4 MyD88 comp = inhibitors of TLR4-MyD88 association in cells, primary screen, cell-based, HeLa CL3-4, BLA complementation, FRET ratio; Toll-like receptor 4 (Homo sapiens) + Myeloid differentiation primary response protein …; HeLa CL3-4 TLR4/MyD88 BLA complementation; inhibition, % at 8.4 µM; 200,000 compounds, 0.18% hits; AID 861, 2007; in the data active = inhibition above about 25%;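 note: 0% = vehicle and 100% = reference inhibitor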
Lmaj promast = Leishmania major promastigote growth inhibition, primary screen | inhibition, % at 10 µM | Leishmania major promastigotes, resazurin fluorescence viability | 200,000 compounds, 9% hits | AID 1063, 2008;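 note: promastigotes grown with compound for 44 hours at 28 °C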
G6PDH counter = L. mesenteroides G6PDH inhibitors, counter-screen for G6PDH-coupled screening assays, biochemical, Leuconostoc mesenteroides enzyme; inhibition, % at 5 µM; AID 1020, 2008; glucose-6-phosphate dehydrogenase [Leuconostoc mesenteroides]; 200,000 compounds, 0.12% hits; Purified L. mesenteroides G6PDH, diaphorase/resazurin coupled fluorescence, 45 min
RAM inhibit = inhibitors of the yeast RAM network, primary screen, dse1pr::URA3 reporter, 5-FOA selection. 190,000 compounds, 1.8% hits. AID 868, 2007. inhibition, % at 50 µM. S. cerevisiae dse1pr::URA3 reporter, 5-FOA growth OD615, 2 d; analog-sensitive cbk1-as2 kinase mutant strain;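 active = inhibition above a set limit, 3 SD over mean compound inhibition, cut at about 8.4% in these data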;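 note: 0% = DMSO-only wells with no growth and 100% = 10 µM 1-NA-PP1 full growth; inhibition rescues growth on 5-FOA so higher OD means more RAM inhibition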
PMI act hi M6P = human PMI activators, high substrate, primary screen, biochemical, fluorescence intensity, near-saturating mannose 6-phosphate. AID 1216, 2008. 190,000 compounds, 0.34% hits. activation factor at 20 µM. coupled PMI enzyme assay, resazurin fluorescence, 20 min; stronger effect = higher value; 1 = untreated enzyme, 0 = substrate-free blank. Mannose-6-phosphate isomerase (Homo sapiens), P34949;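 active = activation factor of 2 or more at 20 µM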
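Test system: human phosphomannose isomerase with PGI, G6PDH, diaphorase coupling enzymes; amount: 15 ng/mL PMI; incubation: enzyme reaction with compound 20 min at room temperature; technique: resorufin fluorescence (Ex 544/Em 590 nm) from resazurin via diaphorase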
Diaphorase act = compounds boosting diaphorase resazurin reduction – biochemical, uHTS, resorufin fluorescence, counter-screen for diaphorase-coupled primary assays, primary screen | Diaphorase/resazurin coupled assay, 16 min; stronger effect = higher value; 1 = vehicle wells, 0 = NADH-free wells | activation factor at 20 µM | 190,000 compounds, 0.005% hits | AID 1229, 2008;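 active = diaphorase activity raised at least twofold by the compound at 20 µM; inactive = activation factor below 2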
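Assay system: Purified diaphorase enzyme from Clostridium kluyveri | Amount: Enzyme 0.07 U/mL final | Dosing: Compound 20 µM once, DMSO 1% | Timing: 16 min reaction at room temperature | Detection: Fluorescence, excitation 544 nm and emission 590 nm | Evaluation: Higher resorufin formation from activation or reduction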
An asterisk follows results filed as active; . = not tested or not shown. Cut-off read from the data, not from the text of the source, unless noted: active = inhibition above about 50%; inactive = the rest. Random draw from the library; overall some 12% were active at least once.

Compound,RAM inhibit,DTT redox prof,Lmaj promast,Diaph inh CS,PMI act hi M6P,PMI activator,Diaphorase act,G6PDH counter,S1P3 antag,TLR4 MyD88 comp,Hsp70 activator
CCc1nnc(NC(=O)CSc2nnc(-c3ccccc3NC(=O)c3ccccc3)o2)s1,5.6,2.6,-15,14,0.8,0.9,0.9,16,12,6,0.0
CCCCCCN=CC1=C(O)CC(C)(C)CC1=O,0.5,2.7,-5,11,0.9,0.9,0.9,12,-19,-13,-0.3
CNCCCC1Sc2ccccc2Oc2ccccc21 (stereo unspecified),3.0,0.6,100*,3,1.2,1.1,1,6,.,1,0.1
CCOc1ccc(-c2nc(C)c(C(C)=O)n2O)cc1,0.8,0.2,-3,5,0.9,0.8,1,5,.,-3,-0.1
O=C(CCC(=O)NNc1nc2ccccc2c2nc(-c3ccccc3)nn12)NCCCN1CCOCC1,-1.1,0.0,-2,9,0.9,0.9,0.9,5,-8,12,-0.1
COc1ccc([N+](=O)[O-])cc1N(CC(=O)NCc1ccco1)S(C)(=O)=O,0.2,0.2,1,7,1,1.1,0.9,4,1,-11,-0.2
C=CCNC(=S)N1CCC(C(=O)c2ccc3c(c2)OCCO3)CC1,1.0,3.5,-5,20,0.9,0.8,0.8,16,1,-6,-0.2
O=C(O)CCC(=O)Nc1sc2c(c1C(=O)Nc1ccccc1)CCCCC2,2.9,-0.1,-6,31,1.2,0.9,0.7,9,2,-9,-0.3
Cc1ccc(CCNc2ccccc2C)cn1,0.6,1.0,4,5,1.1,1.1,0.9,5,.,2,-0.1
COC(=O)c1ccc(NC(=O)CSC2=Nc3ccccc3C3CC=NN23)cc1 (stereo unspecified),5.5,0.9,55*,9,1.1,1,0.9,6,.,0,-0.1
CCOC(=O)CSc1nc(N)cc(=O)[nH]1,0.8,1.7,-4,7,1,0.9,0.9,2,-28,0,-0.4
Cc1ccc(S(=O)(=O)CC(=O)Nc2ccc(Cl)cn2)cc1,4.0,-0.2,-6,-4,1,1,1,15,15,-5,-0.3
O=C1CCC/C(=N/NC(=O)c2ccc(NS(=O)(=O)c3cccs3)cc2)C1,0.4,-1.4,-3,18,1.2,1.1,0.8,1,-8,4,0.1
CCOc1ccc(C(=O)/C=C/c2cn(CN3CCN(C)CC3)c3ccccc23)cc1,0.1,1.8,1,17,0.9,0.9,0.8,-5,.,15,-0.3
CCOc1cc(NC(=O)c2ccccn2)c(OCC)cc1NC(=O)CC(C)C,0.9,-3.1,3,8,0.9,0.9,0.9,-52,0,-4,-0.2
CC1(C)CC2CC(C)(CN2c2ncnc3ccc(Br)cc23)C1 (stereo unspecified),-0.1,-1.5,15,9,1,1,0.9,10,-4,-7,-0.4
Cc1ccccc1C(O)c1ccccn1 (stereo unspecified),1.0,-9.6,-5,6,1,1.1,0.9,3,.,-15,-0.1
O=C(COC(=O)c1cccnc1Cl)c1ccc(F)cc1,-0.7,0.2,-5,6,1,0.9,0.9,2,3,-9,-0.4
COc1ccc(CCNC(=O)CSc2nnnn2Cc2ccc3c(c2)OCO3)cc1OC,0.8,2.3,6,11,1,1,0.9,5,-8,3,-0.5
Cc1ccc(C(=O)NNc2cc(=O)n(C)c(=O)n2C)cc1C,4.0,0.3,-4,11,0.9,0.9,0.9,-8,-2,2,-0.2
CCCn1c(SCC(=O)NCc2ccco2)nnc1-c1ccncc1,0.8,-0.4,-4,12,0.8,0.9,0.9,16,5,5,-0.5
CC(NCc1ccncc1)C12CC3CC(CC(C3)C1)C2 (stereo unspecified),0.0,-0.1,69*,6,1,1.1,0.9,6,-3,3,-0.1
CCN(CC)C(c1ccc(C)cc1)c1nnnn1C1CCCCC1 (stereo unspecified),0.0,2.2,39,15,0.9,0.9,0.8,-3,16,-5,-0.4
O=C(CCN1CCC(c2ccccc2)C1)c1cccs1 (stereo unspecified),2.1,2.6,72*,2,1.3,1.2,1,-3,0,-3,-0.4
Cc1cc(C(=O)N/N=C2\CC(=O)CC(C)(C)C2)n[nH]1,1.4,-4.6,1,-6,1,1,1.1,7,.,11,-0.1
CCOC(=O)CNc1nc(Oc2ccc(=O)n(C)n2)nc(N(CC)CC)n1,2.2,-0.2,-9,10,1,1,0.9,14,6,-2,-0.4
CCOc1cc(C(=O)Nc2ccc(S(=O)(=O)N3CCOCC3)cc2)cc(OCC)c1OCC,2.7,0.5,-12,5,1.1,1.1,0.9,4,-6,-9,-0.1
CCC(CC)NC(=O)c1oc2ccccc2c1COc1ccccc1,1.2,0.5,-2,14,0.9,0.8,0.9,24,1,-2,-0.2
CCCc1cc(Nc2c(C)n(C)n(-c3ccccc3)c2=O)n2c(nc3ccccc32)c1C#N,1.3,0.9,5,27,1.1,0.9,0.7,-11,.,-6,-0.1
COc1ccc(NC(=O)N(Cc2ccc(C)cc2)Cc2cccnc2)c(OC)c1,0.8,-0.4,70*,23,0.9,0.9,0.8,0,.,-8,-0.4

Profiles as entered above:
Shown for `CC1(C)CC2CC(C)(CN2c2ncnc3ccc(Br)cc23)C1` (stereo unspecified) : RAM inhibit: -0.1; DTT redox prof: -1.5; Lmaj promast: 15; Diaph inh CS: 9; PMI act hi M6P: 1; PMI activator: 1; Diaphorase act: 0.9; G6PDH counter: 10; S1P3 antag: -4; TLR4 MyD88 comp: -7; Hsp70 activator: -0.4
Shown for `CC(NCc1ccncc1)C12CC3CC(CC(C3)C1)C2` (stereo unspecified) : RAM inhibit: 0.0; DTT redox prof: -0.1; Lmaj promast: 69*; Diaph inh CS: 6; PMI act hi M6P: 1; PMI activator: 1.1; Diaphorase act: 0.9; G6PDH counter: 6; S1P3 antag: -3; TLR4 MyD88 comp: 3; Hsp70 activator: -0.1

Going on with the list:
Compound,RAM inhibit,DTT redox prof,Lmaj promast,Diaph inh CS,PMI act hi M6P,PMI activator,Diaphorase act,G6PDH counter,S1P3 antag,TLR4 MyD88 comp,Hsp70 activator
COc1ccc(NC(=S)NC(=O)c2csnn2)cc1,2.7,-0.6,-3,19,1.1,1,0.8,6,-5,-2,-0.2
COc1ccc(OC)c(C2=NOC(C(=O)NCc3ccco3)C2)c1 (stereo unspecified),2.9,0.2,0,-6,1.1,1,1.1,4,.,16,-0.2
Nc1nc(OCC(F)(F)F)cc(Oc2ccccc2F)n1,3.6,-1.3,4,25,0.8,0.9,0.7,5,8,-1,-0.1
O=C(Nc1ncccn1)c1cc([N+](=O)[O-])cc([N+](=O)[O-])c1,1.2,-0.4,99*,1,1.2,1.2,1,-11,-4,-7,-0.2
CCOc1ccccc1CN1CCN(S(C)(=O)=O)CC1,2.1,0.6,82*,10,1,1,0.9,6,-29,6,-0.1
Cc1ccc(S(=O)(=O)N/N=C\c2cn(-c3ccccc3)nc2-c2ccccc2)cc1,2.5,-3.7,13,8,0.9,0.9,0.9,8,.,2,-0.2
O=c1[nH]c(/C=C/c2ccc(Br)cc2)nc2c1cnn2-c1ccccc1,5.3,-0.8,10,-1,1,0.9,1,-8,-5,15,-0.2
Cc1sc2nc(CC(N)=O)[nH]c(=O)c2c1-c1ccccc1,-0.4,0.1,-5,-5,1.1,1.1,1.1,6,-12,14,-0.1
CCOC(=O)c1c(NC(=O)C(C)Sc2cccc[n+]2[O-])sc2c1CCN(Cc1ccccc1)C2 (stereo unspecified),-0.2,-0.1,9,19,1.1,1.1,0.8,-9,5,4,-0.4
Cn1ncc(Br)c1C(=O)N/N=C/c1cccc(OC2CSC2)c1,6.1,0.0,-1,5,0.9,1,0.9,19,-10,9,-0.4
CCS(=O)(=O)c1ccc(S(=O)(=O)CC)s1,0.6,1.8,-3,14,0.8,0.8,0.9,3,-5,-2,-0.4
O=C(O)C1CCCN(S(=O)(=O)c2ccc(F)cc2)C1 (stereo unspecified),1.1,-2.9,-6,7,0.9,0.8,0.9,5,-54,7,-0.2
COc1ccc(N2C(=O)CC(NCc3ccncc3)C2=O)cc1 (stereo unspecified),0.5,-3.8,-3,-7,1.1,1.2,1.1,2,-16,4,-0.1
COc1cccc(-c2nn3c(-c4ccco4)nnc3s2)c1,.,.,.,21,0.9,1,0.8,10,.,.,.
CN1CCN(S(=O)(=O)c2ccc(N)cc2)CC1,-0.2,-0.6,6,11,1,1,0.9,0,.,-7,0.0

Gathered by group: the entries above with a Cl atom.
Compound,RAM inhibit,DTT redox prof,Lmaj promast,Diaph inh CS,PMI act hi M6P,PMI activator,Diaphorase act,G6PDH counter,S1P3 antag,TLR4 MyD88 comp,Hsp70 activator
Cc1ccc(S(=O)(=O)CC(=O)Nc2ccc(Cl)cn2)cc1,4.0,-0.2,-6,-4,1,1,1,15,15,-5,-0.3
O=C(COC(=O)c1cccnc1Cl)c1ccc(F)cc1,-0.7,0.2,-5,6,1,0.9,0.9,2,3,-9,-0.4

Carrying on.
Compound,RAM inhibit,DTT redox prof,Lmaj promast,Diaph inh CS,PMI act hi M6P,PMI activator,Diaphorase act,G6PDH counter,S1P3 antag,TLR4 MyD88 comp,Hsp70 activator
Cc1cccc(OCc2nnc(SCC(=O)c3ccccc3)o2)c1,12*,-0.1,2,31,0.8,0.9,0.7,11,-34,8,0.2
Cc1ccc(C2C(=O)N(C3CCCC3)CC(=O)N2CC2COc3ccccc3O2)cc1 (stereo unspecified),-1.1,1.9,2,13,0.9,0.9,0.9,-4,.,-25,-0.3
O=C(CSc1cn(CC(=O)N2CCCCCC2)c2ccccc12)NCC1CCCO1 (stereo unspecified),0.1,0.1,-4,6,1,1,0.9,8,-17,2,-0.1
O=C(CSc1nnc(CNC(=O)c2ccccc2F)o1)Nc1ccc2c(c1)OCO2,-1.8,-0.7,-7,2,1.1,1.1,1,2,-1,8,0.0
